BLM inh – qHTS Assay for Inhibitors of Bloom's syndrome helicase (BLM) | RecQ-like DNA helicase BLM (Homo sapiens), P54132 | recombinant BLM DNA unwinding, fluorescence dequenching | Potency, µM (top dose mostly 56.1 µM), for inactives: top-dose activity change, negative = inhibition, hits mostly inhibitors | 350,000 compounds, 0.2% hits;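 also: plate controls were vehicle for no effect and no enzyme for full effect; nearly all actives have a fitted effect of over 35% in size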
Target sequence (P54132 whole entry, looked up): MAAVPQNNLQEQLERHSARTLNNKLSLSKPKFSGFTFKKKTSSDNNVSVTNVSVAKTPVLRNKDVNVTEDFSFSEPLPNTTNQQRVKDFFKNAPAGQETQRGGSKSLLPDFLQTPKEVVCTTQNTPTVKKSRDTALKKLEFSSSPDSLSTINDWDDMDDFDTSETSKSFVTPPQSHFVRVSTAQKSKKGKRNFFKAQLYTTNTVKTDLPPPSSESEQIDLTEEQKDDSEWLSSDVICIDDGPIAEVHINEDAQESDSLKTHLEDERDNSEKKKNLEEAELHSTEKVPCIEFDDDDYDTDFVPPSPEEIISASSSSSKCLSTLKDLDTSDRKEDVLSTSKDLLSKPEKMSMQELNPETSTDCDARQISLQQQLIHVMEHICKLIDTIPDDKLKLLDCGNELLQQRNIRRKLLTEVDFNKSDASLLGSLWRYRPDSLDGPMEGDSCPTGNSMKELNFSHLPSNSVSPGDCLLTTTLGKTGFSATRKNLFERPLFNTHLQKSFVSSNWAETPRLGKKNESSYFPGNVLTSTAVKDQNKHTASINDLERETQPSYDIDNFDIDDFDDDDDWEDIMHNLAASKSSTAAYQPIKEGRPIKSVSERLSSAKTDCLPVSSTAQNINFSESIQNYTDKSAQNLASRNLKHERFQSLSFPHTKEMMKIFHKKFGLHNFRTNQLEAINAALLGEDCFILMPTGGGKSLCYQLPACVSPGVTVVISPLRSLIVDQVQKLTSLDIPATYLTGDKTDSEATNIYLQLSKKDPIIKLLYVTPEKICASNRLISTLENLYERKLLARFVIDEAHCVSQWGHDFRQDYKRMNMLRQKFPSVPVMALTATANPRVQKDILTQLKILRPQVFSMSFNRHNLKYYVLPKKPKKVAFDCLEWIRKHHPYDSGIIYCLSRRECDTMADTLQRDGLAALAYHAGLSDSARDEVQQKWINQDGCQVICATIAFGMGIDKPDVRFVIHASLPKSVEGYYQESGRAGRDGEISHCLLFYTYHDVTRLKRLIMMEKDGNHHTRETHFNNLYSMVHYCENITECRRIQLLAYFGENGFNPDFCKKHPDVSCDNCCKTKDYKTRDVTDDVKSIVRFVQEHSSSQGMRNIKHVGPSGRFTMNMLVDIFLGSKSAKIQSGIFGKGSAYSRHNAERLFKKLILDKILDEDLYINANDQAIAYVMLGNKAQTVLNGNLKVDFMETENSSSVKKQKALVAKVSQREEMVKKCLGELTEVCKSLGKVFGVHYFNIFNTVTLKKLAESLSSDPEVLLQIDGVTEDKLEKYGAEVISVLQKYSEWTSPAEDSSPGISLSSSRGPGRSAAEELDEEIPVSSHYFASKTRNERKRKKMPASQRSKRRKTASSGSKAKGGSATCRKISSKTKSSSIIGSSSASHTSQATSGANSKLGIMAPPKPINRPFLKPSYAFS
Pol eta inh – qHTS for Inhibitors of Polymerase Eta; DNA polymerase eta (Homo sapiens), Q9Y253; recombinant Pol eta, fluorescent DNA replication assay; Potency, µM (top dose mostly 114 µM), without a hit: at the top dose activity change, negative = inhibition, hits mostly inhibitors; 390,000 compounds, 1.2% hits; AID 588591, 2011; also: % is scaled to controls: 0 for no effect and ±100 for the full control effect
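Pol eta (10 nM) was preincubated with compounds for 15 min at room temperature, after which fluorescent replication substrate (50 nM final) was added to start the reaction. Fluorescence was read kinetically at 0 and 10 min.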
BAZ2B block – qHTS Assay for Inhibitors of BAZ2B; AlphaScreen BAZ2B-H3K14Ac peptide displacement; Potency, µM (highest dose often 114 µM), inactives show at the highest dose activity change, negative = inhibition, usual class: inhibitors; 360,000 compounds, 4.4% hits; AID 504333, 2011; also: % is scaled to controls: 0 for no effect and ±100 for the full control effect; nearly all actives have a fitted effect of over 60% in size
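Compounds, titrated to a top concentration of 110 uM, were incubated 30 min at room temperature with preformed BAZ2B/acetyl-K14 H3 peptide complex (50 nM each). Proximity signal was measured by AlphaScreen after 20 min with beads.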
POLK inh – qHTS for Inhibitors of Polymerase Kappa. DNA polymerase kappa (Homo sapiens), Q9UBT6. purified Pol kappa, fluorescent DNA synthesis assay, 10 min. Potency, µM (doses to about 107 µM), inactives show at the top dose activity, negative = inhibition, usual class: inhibitors. 400,000 compounds, 0.53% hits. AID 588579, 2011; also: % is scaled to controls: 0 for no effect and ±100 for the full control effect
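Here, compound and 10 nM enzyme are combined for 15 min at room temperature; adding 50 nM substrate (final) starts DNA synthesis, tracked by fluorescence at 0 and 10 min against buffer-only wells.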
JMJD2A Tudor inh – qHTS Assay for Inhibitors of JMJD2A-Tudor Domain; AlphaScreen JMJD2A-Tudor / H3K4me3 peptide binding; AID 504339, 2011; Potency, µM (titrated, usually from 114 µM), for the others: top-dose activity change, negative = inhibition, hits mostly inhibitors; 390,000 compounds, 4.4% hits; Lysine-specific demethylase 4A (Homo sapiens), O75164; also: % is scaled to controls: 0 for no effect and ±100 for the full control effect; nearly all actives have a fitted effect of over 50% in size
Pol beta inh – qHTS Assay for Inhibitors of DNA Polymerase Beta. Potency, µM (titrated, usually from 114 µM), inactives show at the highest dose activity change, negative = inhibition, usual class: inhibitors. Pol beta primer extension/strand displacement, fluorescence kinetic. AID 485314, 2010. P06746. 340,000 compounds, 1.3% hits; also: % is scaled to controls: 0 for no effect and ±100 for the full control effect
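Enzyme-only controls used 10 nM Pol beta; buffer lacking enzyme served as negative control. Compound preincubated 15 min, then 50 nM substrate added; 0 and 10 min reads at room temperature.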
Pol iota inh – qHTS for Inhibitors of Polymerase Iota | DNA polymerase iota (Homo sapiens), Q9UNA4 | AID 588590, 2011 | Potency, µM (top dose mostly 115 µM), inactives show at the highest dose activity, negative = inhibition, most hits filed as inhibitors | 390,000 compounds, 1% hits | Pol iota fluorescent replication assay, 10 min
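Fluorescent replication assay read twice, at 0 min and 10 min after adding 50 nM (final) substrate. Enzyme (10 nM) and compounds were first incubated 15 min at room temperature; enzyme-free buffer wells were negative controls.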
G9a block – qHTS Assay for Inhibitors of Histone Lysine Methyltransferase G9a; Histone-lysine N-methyltransferase EHMT2 (Homo sapiens), Q96KQ7; G9a H3K9 monomethylation, AlphaScreen, 2 h; Potency, µM (doses to about 102 µM), for inactives: at the top dose activity, negative = inhibition, actives largely listed as inhibitors; 350,000 compounds, 8.8% hits; AID 504332, 2011; also: % is scaled to controls: 0 for no effect and ±100 for the full control effect; nearly all actives have a fitted effect of over 75% in size
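Chemiluminescent proximity detection of H3K9 monomethylation, read after 10 min bead incubation in the dark. Reaction: 20 nM G9a, 500 nM biotin-H3K9 peptide, 20 uM SAM cofactor, 2 h, room temperature, following 15 min enzyme-compound preincubation.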
APE1 inh – qHTS Assay for Inhibitors of the Human Apurinic/apyrimidinic Endonuclease 1 (APE1) | DNA repair nuclease/redox regulator APEX1 (Homo sapiens), P27695 | recombinant APE1, TAMRA/BHQ-2 abasic DNA cleavage fluorescence | Potency, µM (highest dose often 65.8 µM), for the others: at the top dose activity change, negative = inhibition, usual class: inhibitors | 350,000 compounds, 0.35% hits | AID 2517, 2012;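 also: plate controls were vehicle for no effect and reference inhibitor for full effect; nearly all actives have a fitted effect of over 55% in size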
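Measures dequenching upon AP-site incision of a 5'-TAMRA/3'-BHQ-2 THF-containing duplex, 50 nM; human APE1 0.75 nM after 15 min room-temperature exposure to compound; kinetic three-point read at one-minute spacing.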
An asterisk follows results filed as active; ? = inconclusive; . = no result given; & = joins results of further samples; [ ] = remark or other dose. Calls follow the shape of the dose curve; as a rule, active = well fitted curve in the direction sought with a large enough effect; inconclusive = small, poorly fitted or top-dose-only effect, or another doubt; inactive = no such curve, though single readings can be large; an effect the other way counts as inactive or inconclusive. Potency is read from the fitted curve at half-maximal effect. A portion of the library; count on the stated rates, not on these rows.

Values in the order – BLM inh	Pol eta inh	BAZ2B block	POLK inh	JMJD2A Tudor inh	Pol beta inh	Pol iota inh	G9a block	APE1 inh
CCOC(=O)c1ccc(-n2c(N)c(C(=O)NCc3ccco3)sc2=S)cc1
 : -8%	-16%	40µM*	-18%	25µM*	1%	?	?	9%
COc1ccc(Nc2cc(=O)oc3ccccc23)cc1
 : -5%	11%	-5%	-20%	-22%	7%	6%	-4%	4%
O=c1/c(=C\c2ccc(O)cc2)sc2n1C(c1ccccc1)C(c1ccccc1)=NN=2 (stereo unspecified)
 : -19%	-15%	-31%[57.1 µM]	-17%	-30%	-25%	?	45µM*	-11%
Cc1ccc(NC(=O)C2CCCN(S(=O)(=O)c3ccc4c(c3)CCCC(=O)N4)C2)cc1N(C)C (stereo unspecified)
 : 2%	-17%	3%[57.1 µM]	-7%	-26%	-1%	24%	-31%[59 µM]	.
Cc1ccc(CNS(=O)(=O)c2ccc3c(c2)CCN3C(=O)CCCC(=O)O)cc1
 : 2%	-10%	10%	5%	-5%	5%	52%[activator]	-27%	-11%
O=C(NC1CCCC1)c1sc(=S)n2c1[nH]c(=O)c1ccccc12
 : -6%	56µM*	?	-24%	89µM*	?	?	?	-4%
CCc1cccc(C)c1NC(=O)Cn1cc2c(n1)CCCCC2
 : -1%	-14%	1%	-6%	-8%	23%	-13%	-4%[59 µM]	.
O=C(NNC(=O)c1ccc2ccccc2c1O)c1cccs1
 : -3%	5%	-35%	-28%	-26%	2%	-9%	7%	-3%
COc1ccc(OC(=O)CSc2nnc(-c3ccc(F)cc3)o2)cc1
 : -1%	-15%	?	11%	-2%	10%	15%	?	.
NC(=O)c1cc([N+](=O)[O-])ccc1NCc1cnccn1
 : .	-7%	15%	-10%	-17%	.	-23%	-6%[2.33 µM]	4%
COc1cccc(NC(=O)CN(C)C(=O)[C@@H]2CCCN2C(=O)c2cccs2)c1
 : .	-2%	.	1%	-11%	.	14%	.	2%
CCOC(=O)c1cnc2c(C(=O)OC)cccc2c1NCc1ccco1
 : -7%	-10%	2%	-5%	-23%	4%	23%	-2%[12.7 µM]	-3%
C=CCNc1sc(C(=O)C2CC2)c(N)c1C#N
 : -3%	-14%	-36%	-5%	-22%	38%	25%	-27%[12.7 µM]	-2%
COc1ccc(Cl)cc1NC(=O)CN1C(=O)CSc2ccc(S(=O)(=O)N3CCCC3)cc21
 : -7%	-16%	-29%	-12%	-14%	25%	-16%	-25%[59 µM]	.
CC1(C)CC(=O)c2cc(OCC(=O)NCCCN3CCN(c4ccc(F)cc4)CC3)ccc2O1
 : -2%	-21%	?	-10%	?	23%	35%	?	-7%
C=CCNc1nc(C(=O)OCC(=O)c2ccccc2)cs1
 : -11%	0%	?	-8%	-12%	4%	?	.	8%
Cc1ccc(Nc2ncnc3ccccc23)cc1
 : 3%	6%	1%	-6%	-6%	?	37%[activator]	-4%	1%
CCn1ncc(C(=O)Nc2cc(C)on2)c1C
 : -2%	-9%	-5%[57.1 µM]	8%	-1%	-1%	18%	14%	2%
NNC(=O)Cn1cnc2ccccc21
 : -3%	-14%	?	10%	-4%	2%	-1%	7%	-5%
Cc1ccc2nc(N3CCN(C(=O)CCC(=O)O)CC3)nc(-c3ccccc3)c2c1
 : 2%	1%	10%	-4%	3%	-2%	-7%	40%[activator]	13%
CCc1ccc(-c2nc(SCC(=O)c3c(N)n(C4CC4)c(=O)[nH]c3=O)n[nH]2)cc1
 : .	-7%	-4%	-18%	-20%	.	35%[activator]	23%[12.7 µM]	2%
CCCNC(=O)CN(C1CCCCC1)S(C)(=O)=O
 : -9%	-13%	11%	5%	1%	1%	-1%	-3%[59 µM]	19%
CC1CCc2c(sc3ncnc(N4CCOCC4)c23)C1 (stereo unspecified)
 : -1%	-5%	-3%	0%	-2%	9%	17%	0%[59 µM]	4%
COc1ccc(NC(=O)c2cc(S(=O)(=O)N3CCOCC3)cn2C)cc1Cl
 : 0%&-8%	-28%&-13%	3%&-19%	-5%&-8%	-6%&-6%	21%&5%	27%&-8%	-27%[59 µM]	-6%
Cc1ccc(OCC(O)Cn2c(N)nc3c2c(=O)n(C)c(=O)n3C)cc1 (stereo unspecified)
 : 1%	-1%	-13%	-8%	-12%	4%	6%	21%[12.7 µM]	14%
CNc1nnc(CSc2nc3ccccc3s2)s1
 : -7%	-2%	-3%	1%	7%	2%	?	?	-5%
CCCc1cc2c(cc1NC(=O)c1ccccc1Cl)OCO2
 : -2%	2%	-5%	-9%	-4%	10%	1%	39%	0%
Cc1ccc(NC(=O)C2C3C=CC4(CN(Cc5cccnc5)C(=O)C24)O3)cc1F (stereo unspecified)
 : 1%	-7%	0%	-16%	1%	-5%	27%	45µM*	-1%
NC(=O)C(=O)O
 : .	0%[57.1 µM]	.	-1%[60.1 µM]	.	-2%[57.1 µM]	-5%[58.9 µM]	9%[59 µM]	-1%
CN1CCN(S(=O)(=O)c2cccc(C(=O)N(C)CC(=O)Nc3ccc(Cl)c(Cl)c3)c2)CC1
 : .	-7%	.	-10%	-13%	.	5%	.	.

By substructure, those above with fluorine
Values in the order – BLM inh	Pol eta inh	BAZ2B block	POLK inh	JMJD2A Tudor inh	Pol beta inh	Pol iota inh	G9a block	APE1 inh
COc1ccc(OC(=O)CSc2nnc(-c3ccc(F)cc3)o2)cc1
 : -1%	-15%	?	11%	-2%	10%	15%	?	.
CC1(C)CC(=O)c2cc(OCC(=O)NCCCN3CCN(c4ccc(F)cc4)CC3)ccc2O1
 : -2%	-21%	?	-10%	?	23%	35%	?	-7%
Cc1ccc(NC(=O)C2C3C=CC4(CN(Cc5cccnc5)C(=O)C24)O3)cc1F (stereo unspecified)
 : 1%	-7%	0%	-16%	1%	-5%	27%	45µM*	-1%

The results go on.
Values in the order – BLM inh	Pol eta inh	BAZ2B block	POLK inh	JMJD2A Tudor inh	Pol beta inh	Pol iota inh	G9a block	APE1 inh
O=C(c1ccco1)N1CCN(C(=O)c2ccc(CS(=O)c3ccc(Cl)cc3)o2)CC1 (stereo unspecified)
 : 1%	-6%	-10%	-16%	-19%	0%	-15%	-5%	-9%
O=C(Nc1cccc(C(F)(F)F)c1)c1cccnc1
 : 0%	-1%	2%	0%	-1%	23%	9%	15%[59 µM]	-3%
CCN(CC)C(=O)c1cc2sc3ccccc3c2s1
 : -3%	-14%	9%	-3%	28%	11%	3%	15%[59 µM]	-4%
COc1ccc(O)c(C2NC(CC(C)C)(C(=O)O)C3C(=O)N(Cc4ccccc4)C(=O)C23)c1 (stereo unspecified)
 : 1%	0%	8%	-9%	-28%	6%	4%	-27%[59 µM]	5%
COc1ccc(COC[C@H](C)[C@H](O)[C@@H](C)[C@H]2OC(=O)[C@@H]2C)cc1
 : -5%	-3%	.	-2%&-3%	-8%&-6%	.	?	.	12%
CCCCOC(=O)N1CCOCCOCCOCCOCC1
 : -2%	-18%	4%	-2%	-16%	1%	47%[activator]	36%[59 µM]	-2%
CCN(CC)S(=O)(=O)c1ccc(C(=O)Nc2nnc(-c3ccco3)o2)cc1
 : 0%	-7%	.	-4%	-21%	29%	2%	-33%	0%
O=C(Cn1nnc(-c2cccs2)n1)NCc1ccccc1
 : -3%	-5%	-9%	-16%	-5%	42%	19%	5%	12%
O=C(N/N=C/c1ccc(N2CCCC2)c([N+](=O)[O-])c1)c1cccnc1
 : -7%	-26%	?	-9%	-22%	10%	114%[activator]	?	-3%
O=C(Nc1ccccc1C(F)(F)F)NC1CCCCCCC1
 : -2%	-11%	2%	-9%	-4%	1%	21%	15%	4%
CSc1oc(-c2ccc(F)cc2)nc1S(=O)(=O)c1ccc(Br)cc1
 : -6%	-7%	4%	11%	10%	0%	16%	-1%[59 µM]	.
COc1ccc(-n2c(=O)c3c4c(sc3n3c(SCCC(C)C)nnc23)COC(C(C)C)C4)cc1 (stereo unspecified)
 : -3%	0%	1%	12%	-3%	19%	-5%	-5%[59 µM]	.
CN(C)CCNC(=O)c1onc(CSc2ccncc2)c1C(=O)NCCN(C)C
 : .	-11%	.	6%	1%	.	20%	.	.
O=C(O)CC1(CC(=O)NCc2ccccn2)CCCCC1
 : -1%	-15%	-13%	3%	-13%	15%	1%	.	12%
Cc1cccc(Cc2cnc(NC(=O)c3ccc(C)o3)s2)c1
 : -10%	-19%	-23%	-7%	-14%	2%	-6%	-1%	-3%
CCOC(=O)C1CCN(C(=O)c2cc3ccc4ccc(C)[nH]c4c3n2)CC1
 : 5%	-16%	3%[57.1 µM]	0%	-20%	15%	17%	14µM*	.
CC(NC(=O)c1ccc2c(c1)OCCO2)c1ccc(S(N)(=O)=O)cc1 (stereo unspecified)
 : -1%	14%	-6%	-7%	-9%	2%	-15%	-4%	-4%
COC(=O)c1scc(C)c1NC(=O)Cc1ccccc1
 : 0%	-8%	-5%	-2%	3%	36%[activator]	15%	92%[activator][59 µM]	-2%
CC(=O)COC(=O)c1cccc(N2C(=O)C3C4C=CC(C4)C3C2=O)c1 (stereo unspecified)
 : 2%	-2%	6%	11%	-11%	-9%	12%	-4%	-2%
COc1ccc(CC(=O)OCC(=O)NC2CCCCCC2)cc1OC
 : .	-16%	6%	7%	-5%	.	52%[activator]	1%	7%
COCCn1c(C)cc(C(=O)COC(=O)CCc2ccc(S(=O)(=O)N3CCOCC3)cc2)c1C
 : -4%	-8%	?	-4%	-30%	1%	-1%	5%[59 µM]	-2%
COc1ccc(-n2nc(C(=O)Nc3nc4ccc(OC)cc4s3)c3ccccc3c2=O)c(OC)c1
 : -11%	.	10%	.	.	-1%	.	22%[59 µM]	-1%
COc1ccc(NC(=O)C/C(C)=N/NC(=O)c2ccccn2)c(OC)c1
 : 0%	-18%	?	-6%	?	1%	50%[activator]	-9%	9%
